Rpn11 inh – blocks the human proteasome subunit Rpn11; AID 588493; human 26S proteasome, Ub4-pepOG fluorescence polarization; 20S core pre-blocked with epoxomicin; calls only at 20 µM; actives 0.59% (n = 360,000);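 active means inhibition at 20 µM, scaled to each plate's controls, above about 33%, limit read from the data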
NadD inh – inhibitors of Staphylococcus aureus NadD; purified NadD enzyme, colorimetric absorbance read-out; inhibition, % at 20 µM; actives 0.78% (n = 360,000); in the data active means inhibition above about 26%; further: some compounds past the cut are filed as inactive
Rin1 Abl inh – inhibitors of human Rin1-Abl protein interaction | P00519+Q13671 | TR-FRET Rin1/Abl binding, biochemical | inhibition, % at 7.35 µM | actives 0.4% (n = 360,000); in the data active means inhibition above about 5%, passing the limit was not always enough
Target sequence (P00519 whole entry, looked up): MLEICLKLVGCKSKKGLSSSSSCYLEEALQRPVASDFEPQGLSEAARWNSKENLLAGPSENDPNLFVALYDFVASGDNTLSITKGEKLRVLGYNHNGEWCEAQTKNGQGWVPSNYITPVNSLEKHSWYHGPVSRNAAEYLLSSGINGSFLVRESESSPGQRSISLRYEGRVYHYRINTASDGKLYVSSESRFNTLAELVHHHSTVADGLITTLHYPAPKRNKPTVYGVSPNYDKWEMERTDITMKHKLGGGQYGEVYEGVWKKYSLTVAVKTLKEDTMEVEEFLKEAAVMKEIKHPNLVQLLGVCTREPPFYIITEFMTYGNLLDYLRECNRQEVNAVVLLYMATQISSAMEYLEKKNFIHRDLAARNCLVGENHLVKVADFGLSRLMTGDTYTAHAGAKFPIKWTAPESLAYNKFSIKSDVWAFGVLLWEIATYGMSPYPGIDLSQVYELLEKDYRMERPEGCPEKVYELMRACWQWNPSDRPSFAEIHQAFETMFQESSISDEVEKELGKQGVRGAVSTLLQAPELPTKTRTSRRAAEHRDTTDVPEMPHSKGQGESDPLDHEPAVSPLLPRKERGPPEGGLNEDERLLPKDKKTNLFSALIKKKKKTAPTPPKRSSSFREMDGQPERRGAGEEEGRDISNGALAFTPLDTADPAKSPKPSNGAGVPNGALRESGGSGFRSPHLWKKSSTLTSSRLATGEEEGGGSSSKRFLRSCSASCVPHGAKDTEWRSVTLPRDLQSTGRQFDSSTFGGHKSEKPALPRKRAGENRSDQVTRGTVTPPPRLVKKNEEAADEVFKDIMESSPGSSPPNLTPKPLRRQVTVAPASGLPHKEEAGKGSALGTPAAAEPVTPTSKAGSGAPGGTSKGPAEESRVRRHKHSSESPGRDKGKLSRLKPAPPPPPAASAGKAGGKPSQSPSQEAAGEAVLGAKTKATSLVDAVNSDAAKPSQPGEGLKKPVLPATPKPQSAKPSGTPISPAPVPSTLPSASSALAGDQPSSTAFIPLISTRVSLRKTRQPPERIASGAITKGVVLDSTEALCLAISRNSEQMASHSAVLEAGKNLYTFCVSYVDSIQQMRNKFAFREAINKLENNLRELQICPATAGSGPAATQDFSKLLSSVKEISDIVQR
Target sequence (Q13671 whole entry, looked up): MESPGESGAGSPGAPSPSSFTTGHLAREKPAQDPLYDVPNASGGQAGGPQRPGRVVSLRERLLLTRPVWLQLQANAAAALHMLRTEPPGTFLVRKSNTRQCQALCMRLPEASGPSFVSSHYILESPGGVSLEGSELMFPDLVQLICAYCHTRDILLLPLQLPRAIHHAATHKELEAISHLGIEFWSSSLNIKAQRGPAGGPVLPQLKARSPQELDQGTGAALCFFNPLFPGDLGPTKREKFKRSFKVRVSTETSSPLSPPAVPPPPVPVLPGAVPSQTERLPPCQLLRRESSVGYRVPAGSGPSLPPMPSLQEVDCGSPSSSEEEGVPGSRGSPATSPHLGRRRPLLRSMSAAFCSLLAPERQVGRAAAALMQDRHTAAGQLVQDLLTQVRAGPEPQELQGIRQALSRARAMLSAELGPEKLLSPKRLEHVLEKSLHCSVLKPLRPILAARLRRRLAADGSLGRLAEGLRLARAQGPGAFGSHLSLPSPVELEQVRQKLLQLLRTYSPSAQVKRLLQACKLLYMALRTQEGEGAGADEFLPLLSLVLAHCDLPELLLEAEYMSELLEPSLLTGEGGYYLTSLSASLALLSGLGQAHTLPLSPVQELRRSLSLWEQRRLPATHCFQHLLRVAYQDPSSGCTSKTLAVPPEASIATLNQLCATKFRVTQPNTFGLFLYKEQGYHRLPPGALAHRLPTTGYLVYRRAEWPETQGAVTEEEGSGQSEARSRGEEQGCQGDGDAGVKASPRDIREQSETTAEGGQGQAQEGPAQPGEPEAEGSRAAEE
SKN-1 inh – C. elegans SKN-1 inhibition; C. elegans VP596 Pgst-4::GFP/RFP ratio, acrylamide-induced, 24 h; actives 0.49% (n = 360,000); inhibition, % at 21.8 µM;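 active means interference check ratio from 0.5 to 1.5 plus GFP to RFP signal ratio inhibition reaching or exceeding a fixed threshold, cut at about 30% in these data, passing the limit was not always enough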; further: some compounds called inactive have numbers as strong as hits
CSN deneddyl inh – blocks human CSN-mediated cullin deneddylation | Q92905 | Purified CSN, SCF-Nedd8-OG deneddylation, fluorescence polarization | inhibition, % at 12.5 µM | actives 0.38% (n = 360,000);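 active means pattern-corrected inhibition above about 35%, with an unprinted fluorescence ratio check between 0.5 and 1.5, limit read from the data, passing the limit was not always enough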;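 further: 0% = enzyme with substrate and 100% = substrate without enzyme; some results filed as inactive read as strong as hits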
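Assay system: purified human Csn5 enzyme expressed in HEK293T cells; measure: % inhibition; also added: SCFSkp2-Nedd8OG substrate at 10 nM final; technique: fluorescence polarization; times: reaction 90 min, room temperature; medium: Tris buffer pH 7.5, NaCl, DTT, Tween-20, trehalose, ovalbumin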
MT1-MMP act inh – blocks activation of human MT1-MMP | GFP/RFP ratio change, % at 20 µM | AID 651647 | actives 0.061% (n = 360,000) | HT1080 RFP-PRO-GFP cells, GFP/RFP ratio fluorescence, overnight; percent of plate control window, DMSO zero;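 active means GFP/RFP ratio change of at least 30% with cell ATP level not reduced by more than half and red fluorescence within 50% of control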; further: strong numbers were not always called active
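Material: RFP-PRO-GFP reporter HT1080 cells. Dosing: single-point 20 µM compound, 1% DMSO. Controls: DMSO and RFP-L50D-GFP cell wells. Timing: cells overnight before dosing, compound overnight, 37 °C, 5% CO2. Measure: GFP/RFP fluorescence ratio.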
PABP1 MLLE inh – blocks PAM2 peptide binding to the PABP1 MLLE domain. P11940. actives 0.36% (n = 360,000). AID 588489. GST-MLLE / FITC-PAM2 fluorescence polarization. inhibition, % at 20 µM; in the data active means inhibition above about 35%, passing the limit was not always enough;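 further: plate controls were DMSO wells with GST-MLLE for no effect and wells lacking GST-MLLE protein for full effect; some results filed as inactive read as strong as hits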
Neddylation inh – blocks human cullin neddylation; P61081+Q13564; TR-FRET cullin neddylation, biochemical; calls only at 25 µM; actives 0.58% (n = 360,000); in the data active means inhibition above about 36%
FAS TE block – blocks the thioesterase domain of human fatty acid synthase. inhibition, % at 15 µM. AID 602261. actives 0.67% (n = 360,000). recombinant FAS-TE, OMFH fluorogenic substrate, fluorescence endpoint;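 active means compounds whose normalised, plate-corrected inhibition of enzyme fluorescence in the single-dose primary screen is 50% or more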;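 further: 0% = DMSO with enzyme and 100% = substrate without enzyme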
The depositor's hits bear a star; i = inactive; . = no result given. Random draw from the library; about 3.9% have a hit in one of these screens.

Values run as follows: Rpn11 inh, NadD inh, Rin1 Abl inh, SKN-1 inh, CSN deneddyl inh, MT1-MMP act inh, PABP1 MLLE inh, Neddylation inh, FAS TE block
CN(C(=O)COc1nnc(-c2cccs2)c(-c2cccs2)n1)c1ccccc1
 : i, 10.8, -3.1, 32.1, 4.7, 0.5, -0.5, i, 4.2
Cc1c(NC(=O)C(C)Sc2nccn2C)c(=O)n(-c2ccccc2)n1C (configuration not stated)
 : i, -0.4, 1.6, 0.7, -2.9, -2.0, -8.2, i, -2.7
O=C(CNC(=O)c1ccco1)NNC(=O)c1n[nH]c(=O)c2ccccc12
 : i, -1.0, 0.6, 4.8, -2.6, -1.3, 22.4, i, -4.6
O=C(/C=C/C(Cl)(Cl)Cl)Nc1ccc(Cl)cc1
 : i, -0.5, 3.3, 20.1, 2.9, -13.0, -8.2, i, 15.0
COc1ccc(C(NCC(=O)Nc2c(C)cccc2C)c2ccccc2)cc1 (configuration not stated)
 : i, -1.2, -0.4, 14.5, 0.9, -1.5, 7.1, i, 5.3
COc1ccccc1OCC(=O)Nc1ccccc1C(=O)NC1CC1
 : i, 4.6, 2.1, -3.6, 1.8, 3.7, -20.2, i, -5.5
C[C@@H]1CN([C@H](C)CO)C(=O)CCCn2nncc2CO[C@H]1CN(C)Cc1ccc(O)cc1
 : i, 1.9, -2.0, -3.4, 3.7, -4.8, -18.0, i, -5.6
O=C(CSc1ncn[nH]1)NC1CCCc2ccccc21 (configuration not stated)
 : i, -3.1, 0.9, -3.8, -11.6, -5.9, -2.7, i, -6.7
COc1ccc(-c2nn(C)c3sc(C(=O)N4CCOCC4)cc23)cc1OC
 : i, 1.7, -2.5, 2.5, 6.7, 4.9, -13.1, i, -14.6
COc1ccccc1CNS(=O)(=O)c1ccc(NC(C)=O)cc1
 : i, -1.9, -2.0, 3.9, 0.0, 3.6, 0.0, i, -5.1
Cc1cc(NS(=O)(=O)c2ccc(NC(=S)NC(=O)c3ccccc3)cc2)no1
 : i, -2.9, -6.2, -2.6, 0.3, 3.6, 23.6, i, -10.7
CC(C)C(C)NC(=O)COC(=O)c1cccc(C(=O)OCC(=O)NC(C)C(C)C)n1 (configuration not stated)
 : i, 1.6, 0.0, 1.2, -1.7, -1.5, 7.2, i, -2.7
COc1ccc(-c2nc(CS(=O)CC(=O)NC3CCCCC3)c(C)o2)cc1OC (configuration not stated)
 : i, 5.4, 4.4, 15.7, 1.7, 0.7, 16.0, i, -8.1
COC(=O)[C@@H](NC(=O)N1CCN(C(=O)C2COc3ccccc3O2)CC1)C(C)C (some centres not stated)
 : i, -7.5, -2.6, 16.0, -0.7, 0.2, -8.1, i, -5.4
O=C1C(=O)N(c2ccccn2)C(c2ccc(Br)cc2)/C1=C(/O)c1ccc(Br)cc1 (configuration not stated)
 : i, 21.8, -1.2, -13.6, 6.0, 1.5, -13.0, i, 22.2
COc1ccc(-c2cn3nc(SCC(=O)NCC4CCCO4)ccc3n2)cc1 (configuration not stated)
 : i, 8.5, -2.8, 7.2, -4.4, -1.9, 1.1, ., -4.7
CCOC(=O)C1(Cc2cccc(OC)c2)CCCN(S(=O)(=O)CC)C1 (configuration not stated)
 : i, -4.7, -1.1, -3.5, -2.4, -1.1, 6.2, i, -1.3
CCN1CCN(c2cc(C)c3cc(NC(=O)c4ccc(OC)c(OC)c4)ccc3n2)CC1
 : i, 2.9, -2.3, 13.3, 1.1, 8.2, -12.1, i, -1.8
CN=C(Nc1cc(C)nn1CCC#N)c1ccccc1
 : i, -4.8, 5.0, 0.0, -0.8, 2.6, -3.7, i, -7.4
CSc1nc(N)c(NC(=O)c2ccc(Br)o2)c(=O)[nH]1
 : i, 2.1, -3.5, 14.2, -1.3, -4.1, 13.4, i, -5.5

Pulled one by one from the entries so far (7):
Values run as follows: Rpn11 inh, NadD inh, Rin1 Abl inh, SKN-1 inh, CSN deneddyl inh, MT1-MMP act inh, PABP1 MLLE inh, Neddylation inh, FAS TE block
COc1ccc(-c2nn(C)c3sc(C(=O)N4CCOCC4)cc23)cc1OC
 : i, 1.7, -2.5, 2.5, 6.7, 4.9, -13.1, i, -14.6
CC(C)C(C)NC(=O)COC(=O)c1cccc(C(=O)OCC(=O)NC(C)C(C)C)n1 (configuration not stated)
 : i, 1.6, 0.0, 1.2, -1.7, -1.5, 7.2, i, -2.7
O=C(/C=C/C(Cl)(Cl)Cl)Nc1ccc(Cl)cc1
 : i, -0.5, 3.3, 20.1, 2.9, -13.0, -8.2, i, 15.0
COc1ccccc1OCC(=O)Nc1ccccc1C(=O)NC1CC1
 : i, 4.6, 2.1, -3.6, 1.8, 3.7, -20.2, i, -5.5
CN(C(=O)COc1nnc(-c2cccs2)c(-c2cccs2)n1)c1ccccc1
 : i, 10.8, -3.1, 32.1, 4.7, 0.5, -0.5, i, 4.2
C[C@@H]1CN([C@H](C)CO)C(=O)CCCn2nncc2CO[C@H]1CN(C)Cc1ccc(O)cc1
 : i, 1.9, -2.0, -3.4, 3.7, -4.8, -18.0, i, -5.6
CN=C(Nc1cc(C)nn1CCC#N)c1ccccc1
 : i, -4.8, 5.0, 0.0, -0.8, 2.6, -3.7, i, -7.4

(continued)
Values run as follows: Rpn11 inh, NadD inh, Rin1 Abl inh, SKN-1 inh, CSN deneddyl inh, MT1-MMP act inh, PABP1 MLLE inh, Neddylation inh, FAS TE block
COc1ccc(C/C(N)=N/OC(=O)Cc2ccc(OC)c(OC)c2)cc1
 : i, -1.2, -8.2, 10.5, -0.2, 8.3, -2.4, i, 0.1
O=C(Nc1ncc2c(n1)-c1ccccc1CC2)C1CC1
 : i, -0.4, 6.3, 5.5, 0.7, -2.9, -0.1, i, -3.6
CCOc1ccccc1C1C(C#N)=C(N)Oc2cc(C)n(Cc3ccccn3)c(=O)c21 (configuration not stated)
 : i, 4.6, 7.3, 5.6, 3.5, -5.8, -21.2, i, 6.8
Clc1ccc(-c2cccs2)nn1
 : i, -2.2, -5.3, -1.3, 0.3, 4.4, 3.6, i, -4.7
Cc1cccc(CN2CCCC(C(=O)N3CCc4ccccc4C3)C2)c1 (configuration not stated)
 : i, -4.6, -1.9, 1.4, 1.0, 2.7, 1.5, i, -4.2
O=C(NC(=S)Nc1ccc(S(=O)(=O)N2CCCCC2)cc1)c1cccs1
 : i, -0.4, -3.1, 0.3, 2.0, 3.1, 44.1*, i, 26.2
Cc1ccc2nc(CN(C)C(=O)[C@H]3O[C@@H](n4ccc(N)nc4=O)[C@H](O)[C@@H]3O)[nH]c2c1
 : i, -1.2, 2.2, 2.2, 0.7, -0.1, 2.6, i, -7.6
COc1ccccc1NC(=O)CSc1nnc(-c2ccoc2C)n1CCc1ccccc1
 : i, -5.4, 4.1, -11.9, 3.3, -2.3, -7.4, i, 4.6
CN(C(=O)COc1ccc(C(C)(C)C)cc1)C1CCS(=O)(=O)C1 (configuration not stated)
 : i, -1.5, 0.8, 3.0, 1.0, 0.9, 2.4, i, 0.1
C[C@@H]1CCCCO[C@H](CN(C)S(=O)(=O)c2cccs2)[C@@H](C)CN([C@H](C)CO)C(=O)c2cc(NC(=O)C3CCCCC3)ccc2O1
 : i, 3.3, 1.8, -5.3, -3.5, -3.2, 1.1, i, 5.4
COc1cccc(N2CCN(C(=O)CNC(=O)c3sc4ccccc4c3Cl)CC2)c1
 : i, -2.0, -12.6, -3.4, 2.9, -1.2, -17.6, i, 0.0
CCN(CC)CCN1C(=O)c2oc3ccccc3c(=O)c2C1c1ccc(C)cc1 (configuration not stated)
 : i, -17.8, 1.2, 13.6, 0.1, -6.5, 7.9, i, -2.7
COc1ccc(-c2cc(C(=O)Nc3ccc(C(N)=O)cc3)c3ccccc3n2)cc1
 : i, 15.3, 1.4, -12.2, 3.0, 0.0, 4.7, ., 6.9
O=C(CCCN1C(=O)/C(=C/c2ccccc2)SC1=S)NCCCn1ccnc1
 : i, 6.6, -3.3, -2.1, 5.4, -9.2, 21.4, i, 0.5
O=C(COc1ccc2ccccc2c1)NNC(=O)[C@@H]1CCCC[C@@H]1C(=O)O
 : i, -7.2, 3.0, -8.0, -2.4, 2.1, 5.9, i, -10.4
COc1ccc(Oc2ccccc2C#N)cc1
 : i, -2.4, 0.6, 1.7, -8.7, -5.0, -1.0, i, 7.9
COc1ccc(COC(=O)NNC(=O)c2ccccc2Cl)cc1
 : i, 2.1, -1.6, -6.9, -0.5, 2.7, 14.3, i, -5.6
O=C(Cc1n[nH]c(=O)c2ccccc12)N1CCN(S(=O)(=O)c2ccc(F)c(Cl)c2)CC1
 : i, 2.2, 4.0, 3.2, 1.1, -1.3, -3.6, i, 3.3
CC1CCC/C(=N/Nc2ccc([N+](=O)[O-])cc2[N+](=O)[O-])C1 (configuration not stated)
 : i, -1.9, -2.4, 13.8, -3.9, -0.2, -90.7, i, 21.4
Cc1cccc(C)c1NC(=S)NC(=O)c1ccc(Br)o1
 : i, -7.8, -0.6, 1.6, 3.1, 5.3, 35.9, i, 9.4
Cc1cc(N/N=C/c2cccc(Cl)c2)nc(-n2nc(C)cc2C)n1
 : i, -0.6, -2.1, 5.5, 4.6, 0.3, -12.9, ., 0.1
COc1cccc(N2C(=O)CC(N3CCN(CCN=CC4=C(O)CC(C)(C)CC4=O)CC3)C2=O)c1 (configuration not stated)
 : i, 2.9, -2.2, -5.3, -1.3, -2.4, -4.5, i, -10.8
COCC1CCN(C(=O)C2CCC(=O)N(C3CCCC3)C2)CC1 (configuration not stated)
 : i, 1.9, -0.9, -10.4, -0.1, -2.4, 6.4, i, -2.4
Cc1sc2ncnc(SCC(=O)N3CCOCC3)c2c1C
 : i, -4.7, -4.3, 3.9, -3.2, 1.7, -4.6, i, -2.6
CN(C(=O)CSc1nnc(NC2CCCCC2)s1)C1CCS(=O)(=O)C1 (configuration not stated)
 : i, -3.9, -1.8, 8.9, 0.7, 4.3, -4.9, i, -6.1
CCOc1ccc(C(=O)N2CCN(C(=O)c3ccco3)CC2)cc1OCC
 : i, -1.4, 2.8, 9.5, 4.5, 7.3, 8.3, i, -8.3
Cc1cc(C)nc(NS(=O)(=O)c2ccc(N)cc2)n1
 : i, 2.4, -0.6, 92.2, 3.0, 0.0, -8.7, i, -2.9
COc1cccc(/C=N/NC(=O)CCCc2ccc(OC)c(C)c2)c1
 : i, -7.8, -0.4, 12.5, 2.4, -0.6, -3.4, i, 7.2
Cc1nc(NCc2ccccn2)c2c3c(sc2n1)CCCC3
 : i, 5.5, 7.0, -0.3, -0.7, -1.1, -2.0, i, 0.8
N#CCCN(CCCN1CCOCC1)CN1C(=O)c2ccccc2C1=O
 : i, 4.3, 2.2, 6.9, -4.2, -4.2, 0.8, i, -7.2
CCOC(=O)C1=CCN(S(=O)(=O)c2cccc(Cl)c2)C1c1ccc(F)cc1 (configuration not stated)
 : i, -4.2, -3.5, 9.8, 4.5, 4.1, -6.8, i, 28.6
O=C(N1CCN(CCO)CC1)N1c2ccccc2C=Cc2ccccc21
 : i, -5.7, 0.6, 11.9, -4.0, 6.1, -1.7, i, -4.6
O=C(C[n+]1ccccc1)N/N=C/c1cccs1
 : i, 0.3, 2.3, 2.5, 2.6, 2.0, 2.4, i, -10.4
COC(=O)c1cccc(NC(=O)Nc2ccc(Cl)cc2)c1
 : i, -0.4, 3.5, 0.9, -2.4, -6.9, 10.1, i, -1.8
COc1cccc(C(=O)Nn2c(-c3cccs3)nc3ccccc3c2=O)c1OC
 : i, -5.1, -1.9, 6.5, -3.6, -3.5, 9.1, i, 6.7

Screening results from PubChem BioAssay.
